Wnt bcat act: activators of Wnt/beta-catenin signaling; Wnt/beta-catenin reporter cell assay, activator, plate reader; activation, % at 9.35 µM; 300,000 tested, 1.2% active; in the data active = activation above about 30%, passing the limit was not always enough;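 also: 0% = neutral control wells and 100% = positive control wells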
* marks the source's active call; other numbers are inactive results.

SMILES	Wnt bcat act
C[C@H]1CN([C@@H](C)CO)C(=O)CCCn2nncc2CO[C@H]1CN(C)C(=O)Oc1ccc2ccccc2c1	-1
Cc1cccc(C)c1-n1nnnc1C(c1cccs1)N1CCC(n2c(=O)[nH]c3ccccc32)CC1 (stereo not drawn)	-3
CCCCC(=O)N/N=C/c1c(O)n(CCC2=CCCCC2)c(=O)[nH]c1=O	-3
CC(=O)OC1C(O)C2=C3C4(C)C1C(C)(C)C(=O)CC4C3(O)C(OC(C)=O)C1(CC1C)C2=O (stereo not drawn)	-2
CSCCC(c1nnnn1C1CCCC1)N1CCC(n2c(=O)[nH]c3ccccc32)CC1 (stereo not drawn)	-1
O=C1NCN(c2ccccc2)C12CCN(C(c1ccccc1)c1nnnn1-c1ccc3c(c1)OCCO3)CC2 (stereo not drawn)	-5
CS(=O)(=O)c1ccc(C2=C(CNC(=O)c3cccs3)[C@H]3CC[C@@H](C2)N3CCOc2ccccc2)cc1	-1
O=C(O)c1nn(Cc2ccc(Cl)cc2)c2ccccc12	0
CC[C@@H]1c2ccccc2[C@@H]2CC[C@H]1N2c1ccccc1	-4
Cc1sc(-n2c(C)cc(C=C3C(=O)NC(=O)NC3=O)c2C)c(C#N)c1C	0
CN1OC[C@@H]2CN[C@H](c3ccc(Br)cc3)C[C@@H]21	-1
CC(C)C[C@@H]1COc2cccc(N3CCN(C)CC3)c2S(=O)(=O)N1	-4
C[C@@H]1CNCCN1c1ccc(N2CC[C@H](O)C2)c(C#N)c1	-1
CCOC(=O)CNC(=O)N1Cc2cc(N3CCOCC3)ccc2-n2nncc2C1	-1
CC(C)(C)n1nnnc1C(c1ccnc2ccccc12)N1CCC2(CC1)C(=O)NCN2c1ccccc1 (stereo not drawn)	-2
COc1ccc(-n2nnnc2C(c2ccnc3ccccc23)N2CCC(n3c(=O)[nH]c4ccccc43)CC2)cc1 (stereo not drawn)	-1
COc1ccc2c(c1O)C13CCN(C)C(C2)C1CCC(=O)C3 (stereo not drawn)	-3
Cn1cc(C=O)c2nccnc21	2
CCCCn1c(N)c(C(=O)OCCOC)c2nc3ccccc3nc21	9
CCOc1cccc(=NC2CCCCC2)c2c(C)n(C)c(C)c12	-8

Single values from above:
`C[C@@H]1CNCCN1c1ccc(N2CC[C@H](O)C2)c(C#N)c1` @ Wnt bcat act: -1
`C[C@H]1CN([C@@H](C)CO)C(=O)CCCn2nncc2CO[C@H]1CN(C)C(=O)Oc1ccc2ccccc2c1` @ Wnt bcat act: -1
`CCCCn1c(N)c(C(=O)OCCOC)c2nc3ccccc3nc21` @ Wnt bcat act: 9

Pulled by structure from above (6):
SMILES	Wnt bcat act
COc1ccc2c(c1O)C13CCN(C)C(C2)C1CCC(=O)C3 (stereo not drawn)	-3
CCCCC(=O)N/N=C/c1c(O)n(CCC2=CCCCC2)c(=O)[nH]c1=O	-3
CS(=O)(=O)c1ccc(C2=C(CNC(=O)c3cccs3)[C@H]3CC[C@@H](C2)N3CCOc2ccccc2)cc1	-1
CCOC(=O)CNC(=O)N1Cc2cc(N3CCOCC3)ccc2-n2nncc2C1	-1
CSCCC(c1nnnn1C1CCCC1)N1CCC(n2c(=O)[nH]c3ccccc32)CC1 (stereo not drawn)	-1
CC(C)(C)n1nnnc1C(c1ccnc2ccccc12)N1CCC2(CC1)C(=O)NCN2c1ccccc1 (stereo not drawn)	-2

(continued)
SMILES	Wnt bcat act
O=C(NCCN1CCC2(CC1)C(=O)NCN2c1ccccc1)c1ccc(Cl)cc1	-2
COc1ccc(-n2nnnc2C(CCSC)N2CCC3(CC2)C(=O)NCN3c2ccccc2)cc1 (stereo not drawn)	-1
Cc1ccc(CN2Cc3ccc(Br)cc3-n3nncc3C2)cc1	-1
Cn1c(O)c(C=NCCN2CCNCC2)c(=O)[nH]c1=O	0
COCCCNC(=O)c1c(N)n(Cc2ccco2)c2nc3ccccc3nc12	-5
Nc1cc(C(=O)Nc2ccccc2F)ccc1N1CC2CC(C1)c1cccc(=O)n1C2 (stereo not drawn)	-4
Cc1ccc(-n2c(=S)[nH]c3ccc(C)cc3c2=O)cc1	0
COc1ccc(NC(=O)N2Cc3ccccc3-n3nncc3C2)cc1	4
CCOC(=O)[C@]12Cc3ccc4ccccc4c3[C@H]1N(Cc1ccccc1)C(=O)c1ccccc12	0
Cc1ccc2n1Cc1cnnn1-c1ccccc1-2	-2
CCOC(=O)c1cccc(C2=C(CNC(=O)c3cccnc3)[C@H]3CC[C@@H](C2)N3Cc2ccccc2)c1	-2
CC[C@H](C)[C@@H]1NC(=O)CNC(=O)c2csc(n2)[C@H](C(C)(C)O)OC(=O)C(C)(C)[C@H](CCCC(C)(Cl)Cl)OC(=O)c2csc1n2	-4
C1CN(P2(N3CC3)=NP(N3CC3)(N3CC3)=NP(N3CC3)(N3CC3)=N2)CCO1 (stereo not drawn)	0
N#Cc1ccc(NC(=S)N2Cc3ccccc3-n3nncc3C2)cc1	-1
CS(=O)(=O)c1ccc(C2=C(CNC(=O)c3ccc([N+](=O)[O-])cc3)[C@H]3CC[C@@H](C2)N3Cc2ccccc2)cc1	-1
COc1ccc(-n2nnnc2C(C2CC2)N2CCC3(CC2)C(=O)NCN3c2ccccc2)cc1 (stereo not drawn)	-3
CCN1CCN(Cc2cc(C(C)(C)C)c(O)c(C(C)(C)C)c2)CC1	-2
COc1ccccc1CN1CCNCC1	1
N#CC1c2ccccc2C=CN1C(=O)c1ccc(N(CCCl)CCCl)cc1 (stereo not drawn)	-3
O=C(NCCN1CCC2(CC1)C(=O)NCN2c1ccccc1)c1cccnc1Cl	0
O=C1NCN(c2ccccc2)C12CCN(C(c1cc3ccccc3o1)c1nnnn1C1CCCCC1)CC2 (stereo not drawn)	-3
CCC1(CCC(C)C)C(=O)NC(=O)N(c2ccccc2)C1=O (stereo not drawn)	-2
CC(C)C[C@@H]1COc2cc(N3CCN(C)CC3)ccc2S(=O)(=O)N1	1
O=S(=O)(c1ccc(Cl)cc1)N1Cc2ccccc2-n2nncc2C1	-1
CCC(c1nnnn1-c1ccc2c(c1)OCCO2)N1CCC(n2c(=O)[nH]c3ccccc32)CC1 (stereo not drawn)	-1
C=CCNC(=S)N1Cc2ccccc2-n2nncc2C1	11
O=C(CCCc1ccc(N(CCCl)CCCl)cc1)NCc1ccccc1	-5
CN1C(=O)C(c2ccccc2)C(=O)N(C)C1=O	0
O=[N+]([O-])c1nccn1CC(O)CN1CC1 (stereo not drawn)	-3
COc1ccc(C(c2nnnn2-c2ccc(OC)cc2)N2CCC(n3c(=O)[nH]c4ccccc43)CC2)cc1 (stereo not drawn)	-4
CCOC(=O)C(c1c(O)c2ccccc2oc1=O)c1c(O)c2ccccc2oc1=O	-1
N/C(=N\[N+](=O)[O-])N1CCN(C(=O)c2ccccc2)CC1	-6
O=C(NCC1=C(c2cccc3ccccc23)C[C@@H]2CC[C@H]1N2Cc1ccco1)c1ccc([N+](=O)[O-])cc1	-2
CCC12CCN(CC3(O)CC3)C(Cc3ccc(O)cc31)C2(C)C (stereo not drawn)	0
CC(C)(C)n1nnnc1C(CCc1ccccc1)N1CCC(n2c(=O)[nH]c3ccccc32)CC1 (stereo not drawn)	-3
COC(=O)C1=Nc2ccccc2/C1=C\c1c(O)n(C)c(=O)n(C)c1=O	-3
CCOC(=O)[C@]12Cc3cc(Cl)ccc3[C@H]1N(C)C(=O)c1ccccc12	-2
C=CCN1Cc2ccccc2-n2nncc2C1	1
Cc1ccc(NC(=O)c2cc(-c3ccccc3)n(CCCN3CCOCC3)c2C)cc1	-2
COc1ccc(-c2ccc3c(c2)CN(C(=O)NC2CCCCC2)Cc2cnnn2-3)cc1	-3

Overlap with the part before: five compounds; new compounds follow.
SMILES	Wnt bcat act
COC(=O)C1=Nc2ccccc2/C1=C\c1c(O)n(C)c(=O)n(C)c1=O	-3
CCOC(=O)[C@]12Cc3cc(Cl)ccc3[C@H]1N(C)C(=O)c1ccccc12	-2
C=CCN1Cc2ccccc2-n2nncc2C1	1
Cc1ccc(NC(=O)c2cc(-c3ccccc3)n(CCCN3CCOCC3)c2C)cc1	-2
COc1ccc(-c2ccc3c(c2)CN(C(=O)NC2CCCCC2)Cc2cnnn2-3)cc1	-3
CC(=CCOc1ccc2ccc(=O)oc2c1)C1=CC(=O)C(C)(C)O1	-6
CC(C)c1ccc(C(c2c(O)c3ccccc3oc2=O)c2c(O)c3ccccc3oc2=O)cc1	0
CN(C)CCSC1c2ccccc2CSc2ccccc21 (stereo not drawn)	6
O=C1NCN(c2ccccc2)C12CCN(C(c1ccnc3ccccc13)c1nnnn1C1CCCCC1)CC2 (stereo not drawn)	-2
COc1ccc(-n2nnnc2C(CCc2ccccc2)N2CCC(n3c(=O)[nH]c4ccccc43)CC2)cc1 (stereo not drawn)	-5
Brc1ccc2c(c1)CN(CC1CCCCC1)Cc1cnnn1-2	-1
CCCCn1c(O)c(C(CC)=NCCCn2ccnc2)c(=O)[nH]c1=O	-3
Cc1ccccc1-n1c(CNc2ccccc2)nc2ccccc2c1=O	-6
COc1ccc(OC(=O)N(C)C[C@@H]2OCc3cnnn3CCCC(=O)N([C@@H](C)CO)C[C@@H]2C)cc1	-1
Fc1cccc(-c2ccc3c(c2)CN(c2cccc(Cl)c2)Cc2cnnn2-3)c1	0
NC(Cc1ccccc1)c1csc(Nc2ccccn2)n1 (stereo not drawn)	20
CCC(c1nnnn1C1CCCC1)N1CCC2(CC1)C(=O)NCN2c1ccccc1 (stereo not drawn)	-2
O=S1c2ccccc2-c2ccccc21	-2
C[C@@H]1CN([C@@H](C)CO)C(=O)CCCn2nncc2CO[C@H]1CN(C)C(=O)Oc1ccc2ccccc2c1	-2
CC(=O)Nc1ccc(S(=O)(=O)N2Cc3ccccc3-n3nncc3C2)cc1	-2
COc1ccc(C(c2nnnn2C2CCCCC2)N2CCC3(CC2)C(=O)NCN3c2ccccc2)cc1 (stereo not drawn)	-3
COC(=O)Cn1cc(C=C2C(=O)N(C)C(=O)N(C)C2=O)c2ccccc21	1
COC(=O)C[C@H]1CC[C@H]2NC[C@@H](O)COC[C@@H]2O1	12
C[C@@H]1CN([C@H](C)CO)C(=O)CCCn2nncc2CO[C@H]1CN(C)C(=O)Oc1ccccc1	0
Cc1noc(C)c1COc1ccc(C(=O)NCC2(N(C)C)CCCCC2)cc1	-1
CC(C)C(O)(C(=O)OCC1=CCN2CCC(O)C12)C(C)O (stereo not drawn)	-1
CC1CC2CC(=O)CCC2(C)C2CCC3(C)C(O)CCC3C12 (stereo not drawn)	-8
Cc1nc2ccccn2c1P(=S)(c1ccccc1)c1ccccc1	-2
CC[C@]12CCN(CC3(O)CC3)[C@H](Cc3ccc(O)cc31)C2(C)C	-1
O=C(NC1CCCCC1)N1Cc2ccc(Br)cc2-n2nncc2C1	-1
CS(=O)(=O)c1ccc(C2=C(CNC(=O)c3cccs3)[C@H]3CC[C@@H](C2)N3Cc2ccco2)cc1	-1
NC(Cc1ccc(Cl)cc1)c1csc(Nc2cnccn2)n1 (stereo not drawn)	1
O=CC(Br)P(=O)(N1CCOCC1)N1CCOCC1 (stereo not drawn)	-1
Cc1cccc(C)c1-n1nnnc1C(c1ccccc1)N1CCC2(CC1)C(=O)NCN2c1ccccc1 (stereo not drawn)	-3
CC(=O)NCC1=C(c2cccc3ccccc23)C[C@@H]2CC[C@H]1N2Cc1ccco1	-10
N#CC1c2ccccc2-n2nncc2CN1C(=O)c1ccccc1F (stereo not drawn)	-1
O=C(NCCN1CCC2(CC1)C(=O)NCN2c1ccccc1)c1ccc(OC(F)(F)F)cc1	-1
COC(=O)C1=C(c2ccc(OCc3ccccc3)c(F)c2)C[C@@H]2CC[C@H]1N2C	-15
Cc1ccc(-n2c(O)c(/C=N/N3CCCCCC3)c(=O)[nH]c2=O)cc1C	0
COc1ccc(-n2nnnc2C(c2ccccc2OC(F)(F)F)N2CCC3(CC2)C(=O)NCN3c2ccccc2)cc1 (stereo not drawn)	-4
C[C@@H]1CNCCN1c1ccc(N2CC[C@@H](O)C2)c(C#N)c1	-1
O=C1C2C3CCC(O3)C2C(=O)N1c1cccc(F)c1 (stereo not drawn)	0
COc1ccc(-n2nnnc2C(c2cccs2)N2CCC3(CC2)C(=O)NCN3c2ccccc2)cc1 (stereo not drawn)	-3
COc1ccc(-n2c(O)c(C(C)=NCCc3c[nH]c4ccccc34)c(=O)[nH]c2=O)cc1	0
CCC1(c2ccc(C)cc2)C(=O)NC(=S)NC1=O	-1
O=c1[nH]c2ccccc2n1C1CCN(C(c2cccs2)c2nnnn2Cc2ccccc2)CC1 (stereo not drawn)	-3
Clc1cccc(Cl)c1NC1=NCCS1	-4
O=C1/C(=C\c2ccc(Cl)cc2Cl)N2CCC1CC2	4
CCOP(=S)(OCC)Oc1ccc2c(C)c(Cl)c(=O)oc2c1	-1
CCOC(=O)[C@]12Cc3ccccc3[C@H]1N(C(C)C)C(=O)c1cc(OC)ccc12	-4
O=C1NC2NC(=O)N([N+](=O)[O-])C2N1 (stereo not drawn)	0
CS(=O)(=O)c1ccc(C2=C(CNC(=O)c3nccs3)[C@H]3CC[C@@H](C2)N3CCOc2ccccc2)cc1	-1
c1ccc2nc(OCCN3CC3)ccc2c1	-2
COc1ccc(-c2ccc3c(c2)CN(C(=O)C(C)(C)C)Cc2cnnn2-3)cc1	6
CCc1nn2c(=O)c(F)c(N3CCNCC3)nc2s1	-1
O=S(=O)(c1cccc2ccccc12)N1Cc2ccccc2-n2nncc2C1	-1
CC(C)(C)C(=O)N1Cc2cc(-c3cccc(F)c3)ccc2-n2nncc2C1	-1
CCCCCCC(=O)c1c(O)n(-c2ccccc2OC)c(=O)[nH]c1=O (tested in a mixture with another compound)	-1
CCOC(=O)CC1c2ccccc2-n2nncc2CN1CC1CCCCC1 (stereo not drawn)	-2
COc1cccc(C2CCN(C)C2)c1 (stereo not drawn)	1
CN1CCN(C(=O)COc2ccc(S(=O)(=O)Nc3ccc(Cl)cc3)cc2)CC1	-1
O=C(c1ccco1)N1Cc2ccccc2-n2nncc2C1	-1
CCC(C)(O)C(=O)OC1C(=O)OC2CC3C(C)=CC(O)C(O)C3(C)C3C4(O)OCC23C1C(C)C4O (stereo not drawn)	-3
C=CCc1ccc2c(c1)OCO2	-3
Nc1c(Br)cc2c3c(cccc13)-c1ccccc1-2	-1

Some of the compounds tested; count on the stated rates, not on these rows.
